MPTP block = blocks calcium-induced mitochondrial swelling. isolated mouse mitochondria, Ca2+ swelling absorbance, 30 min. AID 602449. inhibition, % at 10 µM. actives 1.4% (n = 360,000);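 active = inhibition of 50% or more, scaled per plate between neutral and stimulator controls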;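 note: 0% = DMSO wells given calcium and 100% = 1 mM EGTA wells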
SENP6 block = SENP6 protease inhibition; Recombinant SENP6 catalytic domain, aminoluciferin luminescence; inhibition, % at 10 µM; actives 1.8% (n = 330,000); AID 2599;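 active = inhibition above about 50% at the single tested dose, limit read from the data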;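 note: plate controls were DMSO wells with enzyme for no effect and DMSO wells lacking enzyme for full effect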
Target sequence (Q9GZR1 628-1112 limits assumed): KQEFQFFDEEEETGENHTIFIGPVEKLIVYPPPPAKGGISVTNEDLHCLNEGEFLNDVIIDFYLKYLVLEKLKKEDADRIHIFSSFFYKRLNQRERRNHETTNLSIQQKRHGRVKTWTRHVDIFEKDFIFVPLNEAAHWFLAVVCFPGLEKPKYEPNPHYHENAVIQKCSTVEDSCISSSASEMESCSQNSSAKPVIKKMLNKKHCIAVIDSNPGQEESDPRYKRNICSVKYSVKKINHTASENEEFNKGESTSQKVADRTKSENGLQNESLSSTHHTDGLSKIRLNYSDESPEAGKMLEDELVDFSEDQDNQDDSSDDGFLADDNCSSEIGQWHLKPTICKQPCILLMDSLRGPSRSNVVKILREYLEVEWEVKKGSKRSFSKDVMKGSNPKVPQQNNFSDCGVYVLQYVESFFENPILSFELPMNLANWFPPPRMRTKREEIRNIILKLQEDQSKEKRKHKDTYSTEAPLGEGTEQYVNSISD
HKDC1 inhibitor = HKDC1 (human) hexokinase inhibition; actives 0.16% (n = 340,000); Q2TB90; AID 493160; inhibition, % at 20 µM; recombinant HKDC1, G6PDH/diaphorase resazurin coupled fluorescence;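 active = inhibition above about 35% when tested at 20 µM, limit read from the data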;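 note: plate controls were DMSO wells with enzyme for no effect and DMSO wells lacking enzyme for full effect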
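System: Recombinant HKDC1 hexokinase | Amount: HKDC1 at 5 µg/mL | Reagent: Glucose with 1 mM ATP | Doses: Single 20 µM dose | Incubation: Reaction time 90 min, room temperature, protected from light | Signal: Coupled resazurin fluorescence, excitation 525 nm, emission 613 nm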
SENP7 block = inhibitors of human SENP7 protease; recombinant SENP7, Z-RLRGG-aminoluciferin luminescence, 40 min; inhibition, % at 5 µM; actives 1.5% (n = 330,000); Q9BQF6; AID 434973;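 active = inhibition above about 50% at the single test dose, limit read from the data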;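 note: plate controls were DMSO with enzyme for no effect and no enzyme buffer wells for full effect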
PfG6PD inh = PfG6PD (Plasmodium falciparum) enzyme inhibition; PfGluPho enzyme, NADPH resazurin-diaphorase fluorescence; inhibition, % at 20 µM; actives 0.78% (n = 350,000);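 active = inhibition reaching at least a set limit at 20 µM in the primary screen, cut at about 59% in these data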;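 note: 0% = DMSO wells with substrate and 100% = DMSO wells lacking glucose-6-phosphate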
ATG4B inh = inhibitors of human ATG4B cysteine protease | Q9Y4P1 | ATG4B cleavage of LC3-PLA2, NBD-HPC fluorescence, 1 h | inhibition, % at 8.33 µM | actives 0.51% (n = 340,000); in the data active = inhibition above about 40%
Target sequence (Q9Y4P1 whole entry, looked up): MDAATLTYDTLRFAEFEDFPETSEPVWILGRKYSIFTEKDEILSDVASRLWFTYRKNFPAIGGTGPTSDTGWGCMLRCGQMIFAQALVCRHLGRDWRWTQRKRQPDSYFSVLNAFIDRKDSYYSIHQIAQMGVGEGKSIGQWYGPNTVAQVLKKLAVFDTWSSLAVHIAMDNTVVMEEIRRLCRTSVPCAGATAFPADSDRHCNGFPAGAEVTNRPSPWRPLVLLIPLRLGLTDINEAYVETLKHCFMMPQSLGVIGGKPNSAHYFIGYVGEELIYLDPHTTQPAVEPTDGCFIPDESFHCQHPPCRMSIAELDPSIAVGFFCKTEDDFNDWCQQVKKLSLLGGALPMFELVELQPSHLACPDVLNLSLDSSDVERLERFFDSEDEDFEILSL
NR3A LBD binder = NR3A (human) ligand-binding domain modulation; actives 2.5% (n = 340,000); NR3A LBD differential scanning fluorimetry, Tm shift; 0% = protein alone, 100% = glycine-bound protein; Tm shift relative to glycine control, % at 25 µM;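 active = melting temperature shift of at least 10% of the positive control shift, at one fixed dose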
SENP8 block = blocks human SENP8 cleavage of Nedd8 substrate; recombinant SENP8, Nedd8 substrate fluorescence; actives 0.64% (n = 360,000); Q96LD8; AID 602440; inhibition, % at 20 µM; in the data active = inhibition mostly above about 40%, no sharp cut-off; inactive = mostly below about 27%
Target sequence (Q96LD8 whole entry, looked up): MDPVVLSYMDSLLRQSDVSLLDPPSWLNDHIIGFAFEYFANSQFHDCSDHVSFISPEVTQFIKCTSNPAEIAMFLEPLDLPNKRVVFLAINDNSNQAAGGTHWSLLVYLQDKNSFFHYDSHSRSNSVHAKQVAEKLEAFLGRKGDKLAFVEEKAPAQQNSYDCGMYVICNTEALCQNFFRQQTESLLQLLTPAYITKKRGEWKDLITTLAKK
* marks the source's active call; other numbers are inactive results; x = no result given. Hits appear at their usual frequency. About 6.9% of those tested had a hit in this group.

SMILES	MPTP block	SENP6 block	HKDC1 inhibitor	SENP7 block	PfG6PD inh	ATG4B inh	NR3A LBD binder	SENP8 block
O=C(CCc1c[nH]c2ccccc12)NCc1ccc2c(c1)OCO2	-0.9	0.8	-4.6	5.6	3.5	14.4	-1.4	16.4
Cc1ccc(S(=O)(=O)N(CC(=O)Nc2cccnc2)c2cccc([N+](=O)[O-])c2)cc1	-1.5	4.2	-3.2	-11.8	-6.3	-3.1	-3.6	6.8
COC(=O)COc1cccc2c(=O)n(CC(=O)N3CCC(C)CC3)ccc12	-0.1	-10.2	3.9	6.7	2.6	-4.7	-1.6	-42.3
Cc1ccc(OCC(=O)N/N=C2/SCC(=O)N2Cc2ccco2)cc1	-2.0	5.0	-8.6	5.7	13.1	-8.1	-2.0	5.0
COC(=O)Nc1nnc(Cc2ccccc2)s1	-2.9	-10.2	-1.4	-14.3	4.1	2.1	1.2	7.4
Cc1cn([C@H]2C[C@H](O)[C@@H](CCC(=O)NCCCn3ccnc3)O2)c(=O)[nH]c1=O	-1.1	x	-4.8	0.8	3.3	-7.2	3.8	5.5
C=CCN1C(c2ccccc2)=CS/C1=C(/C#N)c1nnc(N2CCOCC2)n1-c1ccccc1	2.2	-3.6	-4.8	-2.7	10.4	12.4	0.5	12.4
Cc1ccccc1CN1C(=O)C2(OCCCO2)c2ccccc21	0.8	-1.8	-7.3	0.9	0.6	3.1	-1.6	-3.1
COc1ccc(CNCCC(c2ccccc2)c2ccc3c(c2)OCO3)cc1 (stereo unspecified)	6.6	-8.0	-1.1	-3.0	10.7	2.3	-14.8	23.6
O=C(NCCN1CCOCC1)c1ccc(/C=C2\Sc3ccccc3N(Cc3ccccc3F)C2=O)cc1	0.3	-0.8	-1.1	17.7	-20.6	-20.7	-12.9	-87.4
COC(=O)Cc1cc(=O)n2[nH]c(C(F)(F)F)nc2n1	-6.1	-13.0	-3.1	-3.3	-14.2	-8.4	0.6	6.5
Oc1ccc(CN2CCN(c3ccccc3)CC2)c2cccnc12	0.1	-15.4	-26.1	-3.4	-9.9	-3.8	-19.9	14.6
O=C1CC(c2ccc(Cl)cc2)n2nc(N3C(=O)c4ccccc4C3=O)nc2N1 (stereo unspecified)	-1.2	-12.2	9.6	6.0	-11.3	34.5	-0.1	22.7
Cc1ccccc1-c1nnc(Cc2ccccc2)o1	0.5	31.1	-11.7	19.2	-9.7	5.8	-4.6	8.0
Cc1csc(NC(=O)CSc2nc(=O)[nH]c3c2CCCC3)n1	-0.5	-12.8	-2.8	-1.3	5.0	-5.9	-0.2	2.8
CC(=O)N1CCN=C1SCc1cccc(C)c1	-0.5	-2.5	-5.4	1.0	8.2	5.3	1.8	8.6
Cc1cc(C(=O)COC(=O)c2cc(O)c3ccccc3c2O)c(C)n1CC1CCCO1 (stereo unspecified)	0.2	x	46.6*	x	78.4*	-17.7	-3.7	-201.4
Cc1cc2c(cc1S(=O)(=O)N(C)c1ccccc1)n(C)c(=O)n2C	0.1	-13.3	5.4	-2.5	-15.4	4.8	-0.7	6.3
COc1cc(-c2nc3ccccn3c2N)ccc1O	1.5	15.9	8.7	6.1	-11.1	1.1	-0.7	-302.6
Cc1cc(N2CCN(C)CC2)nc2ccc(NC(=O)CCC(=O)N3CCN(c4ccc([N+](=O)[O-])cc4)CC3)cc12	0.3	5.3	1.2	-1.5	5.3	-12.3	-0.6	4.8
O=C(Cn1c(=O)[nH]c2ccccc2c1=O)Nc1cccnc1	-2.6	1.2	-2.2	1.0	3.6	-6.5	2.4	-9.6
CC(C)(C)NC(=O)Cn1nc(C(F)(F)F)c2c1CCCC2	-0.5	-8.1	-4.3	0.1	-12.0	8.3	1.5	1.2
O=C(CCC(=O)NNC(=O)Nc1ccc(Cl)cc1)NCc1ccccc1	-1.8	-3.2	-7.7	-4.5	-6.2	12.1	0.6	10.0
Cn1cccc1Cc1nnc(SCC(=O)Nc2ccc(F)cc2)n1-c1ccc(F)cc1	-0.5	1.0	-1.5	4.6	0.8	-0.6	0.9	15.6
COc1cccc2cc(C(=O)NCc3ccc(C)cc3)c(=N)oc12	1.2	7.5	5.7	-1.7	13.3	3.6	2.5	-19.3

The results go on.
SMILES	MPTP block	SENP6 block	HKDC1 inhibitor	SENP7 block	PfG6PD inh	ATG4B inh	NR3A LBD binder	SENP8 block
COCCOC(=O)c1c(C)nc(SCC(=O)Nc2cccc3ccccc23)c(C#N)c1-c1ccco1	1.5	-0.9	-1.8	-3.7	-0.4	-6.6	-0.6	18.4
COc1cccc(NC(=O)c2nc3nc(C)cc(C(F)F)n3n2)c1	-0.5	1.0	7.5	-2.3	-13.4	3.8	0.5	5.8
CCn1c(SCC(=O)Nc2ccc3c(c2)OCCO3)nnc1C(C)C	-4.2	-3.2	-2.4	-1.2	3.9	-5.9	0.3	10.8
Cc1csc(NC(=O)c2nc3nccc(C)n3n2)n1	0.3	-9.1	-4.5	-3.3	-3.1	7.8	2.4	12.5
CCN(CC)S(=O)(=O)c1ccc(N2CCOCC2)c(NC(=O)C2CSC3(C)CCC(=O)N23)c1 (stereo unspecified)	-0.4	4.8	0.8	18.0	6.8	-8.3	-0.9	-11.2
N#C/C(=C\c1ccc[nH]1)Sc1nc2ccccc2s1	0.5	6.5	1.4	0.7	2.8	17.4	-5.2	5.6
CCOC(=O)c1c(-c2ccc(C)o2)csc1N	-6.7	4.9	-0.5	-1.0	4.7	-2.0	-21.9	-30.7
COC(=O)c1cc(C(=O)Nc2nnc(CC(C)C)s2)cc([N+](=O)[O-])c1	-1.7	6.8	-4.5	-1.1	-17.7	-8.0	-9.7	-24.5
COc1ccc(NS(=O)(=O)c2ccc(NC(=O)c3ccccc3Br)cc2)nn1	-3.6	-3.4	-3.0	0.8	9.4	2.4	1.3	-5.4
Cc1cccc(NS(=O)(=O)c2ccc(NS(=O)(=O)c3cccs3)cc2)c1	1.1	-8.0	-0.1	-2.5	-11.7	-1.8	-4.6	4.3
N#Cc1c(NC(=O)C2CC(c3c(F)cccc3Cl)=NO2)sc2c1CCC2 (stereo unspecified)	-3.0	9.5	0.8	4.3	2.4	59.3*	-9.0	7.8
COc1cc(/C=C/C(=O)Nc2nnc(CC(C)(C)C)s2)cc(OC)c1OC	5.0	-8.8	-18.8	2.7	59.1*	-0.3	8.7	-281.2
N#Cc1ccccc1OCC(=O)OCC(=O)c1c[nH]c2ccccc12	0.0	-0.8	7.8	-6.2	19.6	-9.8	-5.6	-4.5
Oc1cccc2c(NC(=S)Nc3ccc(SC(F)F)cc3)cccc12	87.6*	85.1*	5.8	29.9	54.4	-16.7	25.4*	-185.4
O=C(NCCOc1ccc(F)cc1)C1CCC(=O)N(CCCN2CCCC2=O)C1 (stereo unspecified)	-1.1	-3.0	4.2	-23.4	-15.9	8.8	1.5	5.1
O=C(NCc1ccco1)Nc1cccc(-c2ccccc2)c1	-1.1	x	-7.5	x	-0.1	32.8	-2.4	11.2
CCn1cc(CNC(=O)C2C3CCC(C3)C2C(=O)O)cn1 (stereo unspecified)	-2.3	-7.7	-8.8	2.2	-7.3	-1.2	0.1	14.6
COc1ccc(C2=NS(=O)(=O)N(C)C(C(=O)NCc3ccc4c(c3)OCO4)=C2)cc1	-0.7	2.4	6.6	4.5	27.2	-15.8	-6.8	-104.3
O=C(CC1CC2CCC1C2)NCCc1ccc(Cl)cc1 (stereo unspecified)	-1.0	0.9	7.7	-3.0	-1.1	0.3	-1.8	3.2
COc1ccc(OC)c(C(=O)c2coc3ccc(OC)cc23)c1	-3.5	-18.1	-3.1	5.8	-0.3	-4.2	-1.4	7.3
COc1ccc(N2C(=O)CCC(C(=O)NCc3ccccn3)C2c2ccc(F)cc2)cc1 (stereo unspecified)	-0.3	-2.0	-2.0	-8.7	-11.4	-14.7	1.9	31.5
COC(=O)c1sc(N)c(C(=O)OC)c1CSc1nc2sc3c(c2c(=O)n1C)CCC3	4.5	-12.7	3.2	-5.9	-3.6	-7.3	-0.8	3.1
Cn1c(SCCN2CCCCC2)nnc1-c1ccccc1Br	-0.7	-5.0	-6.7	-10.6	0.9	-8.1	-1.9	-2.4
Cc1ccc(S(=O)(=O)Nc2c(C)nc3nc[nH]n3c2=O)c(C)c1	0.3	-3.2	-4.1	-10.3	-13.1	-8.0	1.1	14.3
CCCCCCn1c(CN2CCN(Cc3ccccc3)CC2)nc2c1c(=O)n(C)c(=O)n2C	2.2	-9.0	-9.9	-11.6	1.3	-14.6	-2.1	4.6

Some of these compounds in order of heavy-atom count, highest first.
SMILES	MPTP block	SENP6 block	HKDC1 inhibitor	SENP7 block	PfG6PD inh	ATG4B inh	NR3A LBD binder	SENP8 block
COCCOC(=O)c1c(C)nc(SCC(=O)Nc2cccc3ccccc23)c(C#N)c1-c1ccco1	1.5	-0.9	-1.8	-3.7	-0.4	-6.6	-0.6	18.4
CCN(CC)S(=O)(=O)c1ccc(N2CCOCC2)c(NC(=O)C2CSC3(C)CCC(=O)N23)c1 (stereo unspecified)	-0.4	4.8	0.8	18.0	6.8	-8.3	-0.9	-11.2
COc1ccc(N2C(=O)CCC(C(=O)NCc3ccccn3)C2c2ccc(F)cc2)cc1 (stereo unspecified)	-0.3	-2.0	-2.0	-8.7	-11.4	-14.7	1.9	31.5
O=C(NCCOc1ccc(F)cc1)C1CCC(=O)N(CCCN2CCCC2=O)C1 (stereo unspecified)	-1.1	-3.0	4.2	-23.4	-15.9	8.8	1.5	5.1
COc1ccc(NS(=O)(=O)c2ccc(NC(=O)c3ccccc3Br)cc2)nn1	-3.6	-3.4	-3.0	0.8	9.4	2.4	1.3	-5.4
COc1cc(/C=C/C(=O)Nc2nnc(CC(C)(C)C)s2)cc(OC)c1OC	5.0	-8.8	-18.8	2.7	59.1*	-0.3	8.7	-281.2
N#Cc1c(NC(=O)C2CC(c3c(F)cccc3Cl)=NO2)sc2c1CCC2 (stereo unspecified)	-3.0	9.5	0.8	4.3	2.4	59.3*	-9.0	7.8
CCn1c(SCC(=O)Nc2ccc3c(c2)OCCO3)nnc1C(C)C	-4.2	-3.2	-2.4	-1.2	3.9	-5.9	0.3	10.8
COc1cccc(NC(=O)c2nc3nc(C)cc(C(F)F)n3n2)c1	-0.5	1.0	7.5	-2.3	-13.4	3.8	0.5	5.8
COc1ccc(OC)c(C(=O)c2coc3ccc(OC)cc23)c1	-3.5	-18.1	-3.1	5.8	-0.3	-4.2	-1.4	7.3
CCOC(=O)c1c(-c2ccc(C)o2)csc1N	-6.7	4.9	-0.5	-1.0	4.7	-2.0	-21.9	-30.7

(continued)
SMILES	MPTP block	SENP6 block	HKDC1 inhibitor	SENP7 block	PfG6PD inh	ATG4B inh	NR3A LBD binder	SENP8 block
COc1ccc(Br)cc1CNc1ccc2[nH]c(=O)[nH]c2c1	-0.4	-14.9	-10.6	7.9	36.5	-6.6	-2.5	-60.6
CCC1=C(OC(=O)N(CC)CC)N2C(=O)OC(=NCCOC)[C@]2(Cc2ccccc2)[C@H]2C1=CC[C@H]1C(=O)NC(=O)[C@H]12	3.5	-9.8	-5.6	12.4	2.9	-3.9	0.2	-6.0
Cc1cccc(NC(=S)N(CCN(C)C)C(C)c2ccccn2)c1 (stereo unspecified)	5.1	1.3	-7.8	-10.7	2.8	-8.0	1.7	10.5
CC(C)(C)c1ccc(NC(=O)COC(=O)C2=COCCO2)cc1	-1.0	-23.8	-5.8	5.9	13.1	2.4	5.2	-4.0
Cc1c([N+](=O)[O-])cc(C(=O)Nc2ccc3ncccc3c2)cc1[N+](=O)[O-]	2.0	-3.7	-2.9	6.0	-3.5	-2.8	1.6	13.5
CC(=O)c1cccc(CN2CCC(n3nccc3NC(=O)CCOc3ccccc3)CC2)c1	-0.5	-6.3	-5.6	-5.8	-7.9	6.0	-1.2	4.1
O=C(N=C1SC2CS(=O)(=O)CC2N1c1cccc(Cl)c1)C1CCCO1 (stereo unspecified)	-0.6	-0.8	-2.4	0.9	5.8	-4.2	-2.0	3.4
Cc1ccc(C)c(N2N=C(C(=O)O)CCC2=O)c1	1.0	-14.6	-6.3	-2.6	-7.9	1.7	1.2	4.7
Cc1ccc(CSc2nnc(CCCCCNC(=O)OC(C)(C)C)o2)cc1	14.7	-14.5	-3.0	0.2	-4.5	-0.3	0.5	11.2

Bioassay records from PubChem.
